PHOSPHO1 inh – PubChem AID 1565 | Phosphoethanolamine/phosphocholine phosphatase (Homo sapiens), Q8TCT1 | actives 1.1% (n = 290,000) | recombinant PHOSPHO1, absorbance phosphatase assay | inhibition, % at 13.3 µM; in the data active = inhibition above about 60%
Target sequence (Q8TCT1 whole entry, looked up): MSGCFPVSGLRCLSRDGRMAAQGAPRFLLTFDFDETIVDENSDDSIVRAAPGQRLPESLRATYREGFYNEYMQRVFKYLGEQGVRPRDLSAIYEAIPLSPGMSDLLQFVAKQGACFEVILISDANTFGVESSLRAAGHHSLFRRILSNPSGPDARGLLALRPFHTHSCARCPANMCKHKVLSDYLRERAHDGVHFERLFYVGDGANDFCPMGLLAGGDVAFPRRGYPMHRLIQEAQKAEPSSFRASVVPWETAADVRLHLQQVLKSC
IDE cell activ – human IDE activators in live cells, primary screen, fluorescence polarization, HEK cells, FAbeta-B substrate | activation, % at 5.96 µM | actives 0.073% (n = 340,000) | FAbeta-B cleavage; 0% vehicle, 100% cell-free pure enzyme wells | Insulin-degrading enzyme (Homo sapiens), P14735;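 active = activation above the mean of all tested compounds plus 3 SD, set per screening campaign, cut at about 17% in these data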
VIM-2 inh – VIM-2 metallo-beta-lactamase inhibitors, primary screen, biochemical, epi-absorbance readout, Pseudomonas aeruginosa enzyme; purified VIM-2, nitrocefin hydrolysis, epi-absorbance fluorescence; inhibition, % at 5.6 µM; actives 0.89% (n = 290,000); AID 1527, 2009;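 active = inhibition above the mean of all tested compounds plus 3 SD, cutoff set per screening run, cut at about 7.5% in these data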;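 also: red hydrolysis product quenches plate fluorescence so inhibitors raise well fluorescence; 0% = enzyme with DMSO and 100% = DMSO without enzyme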
pCIP destab – p/CIP-EGFP fusion destabilizers, primary screen, fluorescence, F442A cells; decrease of EGFP signal, % at 10 µM; 16 h; AID 1984, 2009; actives 0.01% (n = 290,000);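 active = EGFP signal decrease of at least 30% at 10 µM or well 3 SD below plate mean, unless failing retest; inactive = the rest, including hits failing retest or dose response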; also: some compounds called inactive have numbers as strong as hits; many of its hits are not listed in these tables
NS3 helicase inh – inhibitors of HCV NS3 helicase, primary screen, biochemical, Cy5 molecular beacon fluorescence; actives 0.56% (n = 290,000); NS3 helicase DNA unwinding; Hepatitis C virus NS3 helicase; AID 1800, 2009; inhibition, % at 10.9 µM;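 active = inhibition above the mean of all tested compounds plus 3 SD, set per campaign, cut at about 35% in these data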;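 also: 0% = DMSO wells and 100% = thioflavine S control wells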
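System: Hepatitis C virus NS3 helicase domain fragment enzyme | Reagent: Annealed dual-labelled DNA beacon duplex, ATP-started | Compound dosing: 10.9 µM single point, 0.8% DMSO | Incubation: 1 h reaction at 25 °C, ATP-initiated | Technique: Cy5 fluorescence | Evaluation: Percent inhibition from t60/t0 fluorescence ratio | Benchmarks: Low DMSO, high thioflavine S at 110 µM | Replication: Singlicate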
MEKK3 PB1 HTS – modulators of MEKK3-MEK5 PB1 binding, primary screen, biochemical, wildtype MEKK3, multiplex bead flow cytometry, Alexa488-MEK5 | binding response (% of control), % at 10 µM | actives 1.4% (n = 290,000) | bead-based flow cytometry, Alexa488-MEK5 binding to MEKK3; actives lie on both sides; 0 = blocked by unlabeled MEK5, 100 = vehicle | Mitogen-activated protein kinase kinase kinase 3 (Homo sapiens), Q99759;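 active = binding response more than 3 SD above or below the average of its plate-row segment, actives on both sides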;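 also: Alexa488 bead fluorescence after subtracting the streptavidin-only scavenger bead signal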
Target sequence (Q99759 whole entry, looked up): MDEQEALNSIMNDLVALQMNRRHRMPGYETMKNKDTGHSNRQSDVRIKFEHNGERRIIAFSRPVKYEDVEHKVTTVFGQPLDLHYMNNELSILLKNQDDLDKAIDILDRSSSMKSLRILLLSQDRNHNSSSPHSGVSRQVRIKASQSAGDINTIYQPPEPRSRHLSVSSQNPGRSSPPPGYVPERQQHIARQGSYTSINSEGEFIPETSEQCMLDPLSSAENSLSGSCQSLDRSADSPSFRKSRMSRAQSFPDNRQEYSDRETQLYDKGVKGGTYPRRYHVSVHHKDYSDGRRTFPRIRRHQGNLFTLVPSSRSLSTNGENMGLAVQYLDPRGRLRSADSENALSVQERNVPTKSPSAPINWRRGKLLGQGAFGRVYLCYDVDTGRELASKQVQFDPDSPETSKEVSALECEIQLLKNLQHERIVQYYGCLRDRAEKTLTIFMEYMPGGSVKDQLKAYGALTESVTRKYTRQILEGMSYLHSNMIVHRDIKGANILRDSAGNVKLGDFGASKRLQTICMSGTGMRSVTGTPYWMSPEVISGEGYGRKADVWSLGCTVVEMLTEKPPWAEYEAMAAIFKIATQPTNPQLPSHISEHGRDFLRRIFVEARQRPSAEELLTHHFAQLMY
IMP-1 inh – IMP-1 metallo-beta-lactamase inhibitors, primary screen, biochemical, epi-absorbance readout, Pseudomonas aeruginosa enzyme; metallo-beta-lactamase IMP-1 (Pseudomonas aeruginosa); purified IMP-1, nitrocefin hydrolysis, epi-absorbance fluorescence; inhibition, % at 5.6 µM; actives 0.45% (n = 290,000); AID 1556, 2009;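 active = inhibition above the mean plus 3 SD of all compounds in the same screening run, cut at about 4.5% in these data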;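 also: 0% = IMP-1 with DMSO and 100% = DMSO wells lacking enzyme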
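system = purified recombinant IMP-1 beta-lactamase | amount = 0.2 nM IMP-1, as dispensed | medium = HEPES buffer pH 7.1 with ZnSO4 and Brij 35 | times = 25 °C, 15 min preincubation, 25 min reaction | detection = plate fluorescence quenching by hydrolysis product, ex 480/em 530 nm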
UBC9 SUMO inh – inhibitors of in vitro SUMOylation cascade, primary screen, biochemical, HTRF, uHTS; inhibition, % at 35 µM; SUMO-conjugating enzyme UBC9 (Homo sapiens), P63279; HTRF SUMOylation assay, SAE1/SAE2 + UBC9; actives 0.36% (n = 290,000); in the data active = inhibition above about 50%, passing the limit was not always enough; also: strong numbers were not always called active
Target sequence (P63279 whole entry, looked up): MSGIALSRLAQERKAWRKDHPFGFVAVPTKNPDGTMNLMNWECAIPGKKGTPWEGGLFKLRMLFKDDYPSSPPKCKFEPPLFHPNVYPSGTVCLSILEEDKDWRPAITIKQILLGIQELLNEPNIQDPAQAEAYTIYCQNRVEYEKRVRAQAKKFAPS
DNA FID counter – compounds displacing fluorescent DNA intercalator, primary screen, artefact control for HCV NS3 helicase inhibitor project, biochemical, FID fluorescence. DNA fluorescent intercalator displacement. inhibition, % at 7.9 µM. actives 0.17% (n = 290,000); in the data active = inhibition above about 37%;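 also: 0% = vehicle and 100% = reference compound; higher means more ethidium bromide displaced from hairpin DNA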
* marks the source's active call; other numbers are inactive results; · = not tested or not shown. A portion of the library; count on the stated rates, not on these rows.

SMILES	PHOSPHO1 inh	IDE cell activ	VIM-2 inh	pCIP destab	NS3 helicase inh	MEKK3 PB1 HTS	IMP-1 inh	UBC9 SUMO inh	DNA FID counter
CN(C)S(=O)(=O)c1ccc(Cl)c(C(=O)Nc2ccccc2[N+](=O)[O-])c1	-15	-6	-1.6	3	7	104	-2.2	-6	0
OC(CN1CCCCC1)Cn1c2ccccc2c2cc(Br)ccc21 (stereo not given)	44	-5	-1.1	0	-58	114	-1.8	2	17
CN1CCN(CCCNC(=O)CCC(=O)N2CCOc3ccccc32)CC1	28	2	-2.9	-2	4	100	-1.8	6	3
Cc1[nH]c(-c2ccc(F)cc2)cc1C(=O)N1CCN(c2cccc(Cl)c2)CC1	9	2	-4.9	-3	-16	103	-3.0	-19	-37
O=C(CSc1nc2scc(-c3ccco3)c2c(=O)n1-c1ccccc1)NCC1CCCO1 (stereo not given)	11	-3	1.0	23	86*	98	4.3	24	-51
CC1(C)Cc2c(C#N)c(SCCC#N)nc(N3CCOCC3)c2CS1	24	-1	-1.5	4	-6	103	-2.2	3	-17
CCCn1c(NC(=O)C2COc3ccccc3O2)nc2ccccc21 (stereo not given)	16	3	-2.2	5	2	105	-0.2	15	3
Cc1cc(NC(=O)CS(=O)(=O)c2cn(C)c3ccccc23)no1	38	-1	-1.7	-6	-6	107	0.1	-15	3
CC(=O)Nc1cccc(C(=O)Nc2ccccc2N2CCOCC2)c1	-2	1	1.2	-8	3	100	-0.3	31	-6
CCC(O)(CC)C(=O)NN(C(=O)CCl)c1ccccc1	5	4	-0.4	-8	-10	109	-2.4	-4	-1
Cc1cc(Nc2ccc(F)cc2F)n2ncnc2n1	-6	-1	0.3	7	-2	95	0.1	0	3
COc1ccc(CCN2CC(C(=O)NCCc3cn[nH]c3)CCC2=O)cc1 (stereo not given)	36	2	0.2	-13	11	98	-0.6	-5	-15
Cc1oc(-c2ccccc2Cl)nc1CSCC(=O)NC1CC1	32	1	0.4	-5	2	86	-2.8	34	-7
COC(=O)c1cccc(CSc2nc(-c3ccccc3)c(C#N)c(=O)[nH]2)c1	9	3	0.3	-8	-27	103	-1.8	19	1
Cn1cc(C(C[N+](=O)[O-])c2ccccc2)c2ccccc21 (stereo not given)	11	0	-0.7	3	-40	104	-0.7	-25	-5
O=C(N/C(=C\c1ccccc1Cl)C(=O)N1CCOCC1)c1ccc([N+](=O)[O-])cc1	-12	10	-1.6	-4	-9	88	-1.6	6	-13
O=C1/C(=C\c2ccc3c(c2)OCO3)CCC/C1=C/c1ccc2c(c1)OCO2	1	4	-1.2	-11	5	·	2.9	17	-6
COc1cc(C(=O)NCCOc2cccc3cccnc23)cc(OC)c1OC	2	-5	-1.5	-4	-6	104	-1.1	18	-37
COc1ccc(NC(=O)C2CC(c3ccc(Cl)cc3)=NO2)cc1OC (stereo not given)	24	-5	0.0	-3	-4	99	-1.0	3	-23
CCCOC(=O)c1c(NC(=O)/C=C/c2cnn(C)c2C)sc(C(=O)OC)c1C	4	-2	-0.9	-5	2	95	-0.6	31	-2
CCOC(=O)CNC(=O)Cc1ccc(Cl)cc1	-12	7	-0.6	0	8	103	-0.7	10	-2
CSc1oc(-c2ccccc2)nc1S(=O)(=O)c1ccc(F)cc1	-10	-4	-1.8	6	-9	105	-4.3	7	-10
Cc1[nH]c(=O)[nH]c(=O)c1/C=C/C(=O)OCC(C)C	-4	4	-0.8	-4	-1	101	-3.0	7	0
CCCc1nnc(NC(=O)CSc2nnc(-c3ccco3)n2C)s1	27	3	1.5	-21	-3	99	-0.6	12	-23
NNC(=O)c1ccccc1OCCOc1ccccc1	35	5	-3.9	-5	-25	99	-3.2	6	-16

Whole records as entered above.
Cc1cc(NC(=O)CS(=O)(=O)c2cn(C)c3ccccc23)no1 as listed: PHOSPHO1 inh: 38; IDE cell activ: -1; VIM-2 inh: -1.7; pCIP destab: -6; NS3 helicase inh: -6; MEKK3 PB1 HTS: 107; IMP-1 inh: 0.1; UBC9 SUMO inh: -15; DNA FID counter: 3
NNC(=O)c1ccccc1OCCOc1ccccc1 as listed: PHOSPHO1 inh: 35; IDE cell activ: 5; VIM-2 inh: -3.9; pCIP destab: -5; NS3 helicase inh: -25; MEKK3 PB1 HTS: 99; IMP-1 inh: -3.2; UBC9 SUMO inh: 6; DNA FID counter: -16

Returning to the listing; the five compounds before the break are reprinted first.
SMILES	PHOSPHO1 inh	IDE cell activ	VIM-2 inh	pCIP destab	NS3 helicase inh	MEKK3 PB1 HTS	IMP-1 inh	UBC9 SUMO inh	DNA FID counter
CCOC(=O)CNC(=O)Cc1ccc(Cl)cc1	-12	7	-0.6	0	8	103	-0.7	10	-2
CSc1oc(-c2ccccc2)nc1S(=O)(=O)c1ccc(F)cc1	-10	-4	-1.8	6	-9	105	-4.3	7	-10
Cc1[nH]c(=O)[nH]c(=O)c1/C=C/C(=O)OCC(C)C	-4	4	-0.8	-4	-1	101	-3.0	7	0
CCCc1nnc(NC(=O)CSc2nnc(-c3ccco3)n2C)s1	27	3	1.5	-21	-3	99	-0.6	12	-23
NNC(=O)c1ccccc1OCCOc1ccccc1	35	5	-3.9	-5	-25	99	-3.2	6	-16
CCCc1cc(=O)[nH]c(Nc2ccc3c(c2)OCCO3)n1	42	7	-2.7	-7	5	105	-2.0	-3	-10
Cc1cc(C)n(-c2nc(NCCCO)c3c4c(sc3n2)CCCC4)n1	-4	3	1.4	-18	-3	111	-3.9	-1	-19
O=c1[nH]c(SCc2ccccc2Cl)nc2c1CCC2	-10	-12	-1.5	-15	4	100	-1.9	10	-6
Cc1ccc(SCC(=O)N(C)C2CCS(=O)(=O)C2)cc1 (stereo not given)	26	-1	-2.2	35	-7	106	-1.7	0	-3
CCOC(=O)C1(Cc2ccc(Cl)cc2)CCN(C(=O)c2sc(C)nc2C)CC1	31	-2	-2.3	-3	-9	103	-2.2	-5	-17
COCCCn1c(=NC(C)=O)c(C#N)cc2c(=O)n3cccc(C)c3nc21	-10	·	-0.3	14	-2	94	-2.0	3	-3
C=CCSc1nc(O)c(CC)c(=O)n1C(C)CC (stereo not given)	-5	5	-2.0	-10	6	106	-3.4	17	-8
COc1cc2[nH]c(=O)n(CCC(=O)N3CCN(Cc4ccc5c(c4)OCO5)CC3)c(=O)c2cc1OC	36	-4	-5.0	-2	-4	103	-4.5	3	-19
Cn1cc(CN2C[C@H]3CC[C@H]2C3)c(-c2ccccc2F)n1	6	-2	-0.1	-14	1	101	-1.8	10	-4
O=C(O)c1cccc(Nc2ccnc(Nc3cccc(C(=O)O)c3)n2)c1	27	5	-3.5	-5	2	108	-2.8	14	0
CCOC(=O)C1CCCN(C(=S)Nc2cc(C)cc(C)c2)C1 (stereo not given)	8	8	-2.3	-1	-5	102	-1.0	12	-1
COc1ccc(CNS(=O)(=O)c2cc3c(cc2Cl)NC(=O)CO3)cc1	18	7	-2.1	8	5	103	-5.5	-1	-3
O=C(CS(=O)(=O)Cc1ccccc1)N1CCN(Cc2ccc3c(c2)OCO3)CC1	10	0	-2.8	-2	9	100	-5.1	-3	-18
COc1ccc(Cl)cc1NC(=O)c1ccccc1C	1	-2	-0.4	0	0	98	2.0	-58	-1
Cc1cc(C)c(NC(=S)NCCCSC2CCCCC2)c(C)c1	-8	9	-4.8	4	-4	99	-4.2	-4	-32
CN(Cc1ccc(F)cc1)C(=O)c1cc(COc2ccc(-n3cncn3)cc2)on1	27	2	-1.6	-14	-5	101	-2.2	11	-44
CN(c1ccc(C(=O)N2CCN(c3ccc(F)cc3)CC2)cc1)S(C)(=O)=O	-5	-1	-1.5	-5	5	101	-1.2	7	-16
CCOP(=O)(OCC)c1nc(/C=C/c2ccccc2)oc1NCc1ccc(OC)cc1	9	-5	-1.4	1	-13	102	-2.1	17	-20
CN(C)C(CNc1ccc(C(F)(F)F)cn1)c1ccccc1 (stereo not given)	18	2	-1.1	0	-12	106	-0.4	-9	12
COc1cccc(/C=N/Nc2nc(Nc3ccccc3)nc(-n3nc(C)cc3C)n2)c1O	11	11	-6.8	-27	-22	105	-3.7	-19	-12
O=C(CCN1C(=O)c2ccccc2C1=O)C1=NN[C@@H]2C(=O)N(c3ccc4c(c3)OCCO4)C(=O)[C@H]12	28	·	-2.4	-11	20	99	-3.0	1	-22
COc1cccc(-c2csc3nc[nH]c(=O)c23)c1	10	3	0.7	-2	9	90	-2.1	9	-1
CCN1c2ccccc2-c2nc3ccccc3n2C1c1ccco1 (stereo not given)	24	0	-2.3	-5	-7	95	0.4	31	-10
COc1cc(C(=O)OCCCN=C2NS(=O)(=O)c3ccccc32)cc(OC)c1OC	10	1	-1.1	-3	-3	98	-1.4	4	-4
C=C(Br)Cn1c(CCC)nc2ccccc21	-8	1	-2.0	-10	2	91	-0.9	21	-1
CNc1nc2cc([N+](=O)[O-])c([N+](=O)[O-])cc2nc1NC	21	2	-2.0	17	-4	102	-3.9	-15	19
CNc1ncc(C(=O)c2ccc(Cl)cc2)s1	36	2	-3.2	0	-4	94	-1.1	28	-3
O=C(CSc1cccc[n+]1[O-])c1ccc(-c2ccccc2)cc1	10	-11	-5.3	-38	3	92	-4.8	29	-7
O=C(NNc1ccccc1[N+](=O)[O-])NC1CCCCC1	44	-5	1.1	0	-32	87	-4.0	5	0
Cc1[nH]n(C(N)=S)c(=O)c1N=Nc1ccc(S(=O)(=O)N2CCCCCC2)cc1	16	1	-10	-2	6	101	0.9	10	-22

A portion of the results above:
SMILES	PHOSPHO1 inh	IDE cell activ	VIM-2 inh	pCIP destab	NS3 helicase inh	MEKK3 PB1 HTS	IMP-1 inh	UBC9 SUMO inh	DNA FID counter
CCCc1cc(=O)[nH]c(Nc2ccc3c(c2)OCCO3)n1	42	7	-2.7	-7	5	105	-2.0	-3	-10
Cc1cc(C)n(-c2nc(NCCCO)c3c4c(sc3n2)CCCC4)n1	-4	3	1.4	-18	-3	111	-3.9	-1	-19

Compound activity from PubChem BioAssay.
